Htt clearance – mutant huntingtin protein clearance. HeLa Exon1htt(103Q)mCFP, aggregate imaging; zero = plate's median compound well. inhibition, % at 1.5 µM. hit rate 0.42% among 47,000. AID 853;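 active = inhibition of aggregate fluorescence above about 70%, also judged a hit by eye on the cell image, limit read from the data, passing the limit was not always enough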;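 note: cells exposed to compound for three days before fixation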
Htt clearance grain fraction – also measured in Htt clearance; calls as there; fraction fluorescence in grains; measured here: aggregate grain fluorescence fraction; stronger effect = lower value;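 scaled fraction of total cell fluorescence in grains with unit not stated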
The depositor's hits bear a star. The list is partial. The share of hits here may be higher or lower than overall.

SMILES	Htt clearance	Htt clearance grain fraction
CCSC1=C(C#N)C(c2ccc(C)s2)CC(=O)N1 (stereo not given)	-5	47
O=C(Cn1nnc2ccccc21)N/N=C\C=C\c1ccccc1	-31	41
O=C(CN1C(=O)c2ccccc2S1(=O)=O)NCc1ccccc1Cl	40	19
CSc1nc2c(c(-c3ccccc3)c1C#N)CCC2	-2	18
FC(F)(F)c1cc(-c2cccs2)nc(-n2cc(Cl)cn2)n1	-73	36
COc1ccc(Cl)cc1NC(=O)NCCCl	1	43
CC1CCN(c2oc(-c3ccccc3F)nc2C#N)CC1	-88	63
O=C(COc1nnc2ccccn12)N1CCN(S(=O)(=O)c2ccccc2)CC1	36	11
CC1CN(S(=O)(=O)c2ccc(NC(=O)c3cc(-c4ccccc4O)n[nH]3)cc2)CC(C)O1 (stereo not given)	-34	46
CCOc1ccc(NC(=O)CSc2nnc(-c3ccncc3)n2CC2CCCO2)cc1 (stereo not given)	-9	41
CCC1(C(=O)OC)NC(c2ccccc2OC)C2C(=O)N(C)C(=O)C21 (stereo not given)	4	35
O=C(Nc1ccc(S(=O)(=O)NCCc2ccccc2)cc1)c1ccc(Br)o1	-26	23
O=c1ccc2cc3c([nH]c4ccc(Br)cc43)oc-2c1O	-111	38
CCOc1ccc(-c2nc(C#N)c(NCc3ccc4c(c3)OCO4)o2)cc1	-14	35
CS(=O)(=O)N(CC(=O)NCc1ccco1)c1ccc(Cl)c(C(F)(F)F)c1	15	33
COc1ccc(-c2nn(-c3ccccc3)cc2C(=O)Nc2nccs2)cc1OC	61	7.6
COc1ccc(-c2nnc3ccc(SCC(=O)NCC4CCCO4)nn23)cc1 (stereo not given)	-38	47
Cc1ccc(S(=O)(=O)N2CCCC2C(=O)NC2=NCCS2)cc1 (stereo not given)	48	11
O=C(Nc1nc2c(ccc3ccccc32)s1)c1ccco1	-65	36
COc1ccc(C)cc1NS(=O)(=O)c1cc(C)ccc1C	33	21
COc1cccc(CN2C(=O)c3ccccc3C2C(=O)NCC2CCCO2)c1 (stereo not given)	10	19
Cc1cc(C(=O)COc2ncnc3sccc23)c(C)n1C1CC1	55	15
COc1ccc(OC)c(C(C(=O)NCc2ccco2)N(C(=O)Cn2nnc3ccccc32)C(C)C)c1 (stereo not given)	8	31
O=C(Nc1nc2ccccc2s1)C1CC(=O)N(c2ccccc2)C1 (stereo not given)	12	35
COc1ccc2[nH]c(=O)c(CNc3cccc(C)c3)cc2c1	16	32
CSCCC(C(=O)O)N1C(=O)c2ccc(C(=O)O)cc2C1=O (stereo not given)	4	19
COc1cccc(NC(=O)Cc2cccs2)c1	-28	52
COC(=O)C1=COC(C)C2CN3CCc4c([nH]c5ccccc45)C3CC12 (stereo not given)	-23	46
Cc1cc(C)c2[nH]c(=O)c(C(c3nnnn3Cc3ccc4c(c3)OCO4)N3CCCC3)cc2c1 (stereo not given)	-4	42
COc1ccc(OC)c(NC(=O)C2CC(=O)N(c3ccc(Br)cc3)C2)c1 (stereo not given)	-10	39
CSc1nc(-c2ccccc2)nc2c1COC(C)(C)C2	-12	39
CC(=O)N1CCCc2ccccc21	3	22
CCn1c(SCC(=O)OC2CCCCC2)nc2ccccc2c1=O	22	16
CC(C)c1nnc(SCC(=O)N2CCc3ccccc32)n1C	26	14
Cc1ccccc1OCCC(=O)Nc1c(C)n(C)n(-c2ccccc2)c1=O	10	28
CCOC(=O)C1CCCCN1C(=O)CCc1c(C)nc2ncnn2c1C (stereo not given)	-23	45
CC(C)C(C)(C#N)NC(=O)CSc1nnc(-c2ccccc2)o1 (stereo not given)	3	17
OC(CN1C2=NCCN2c2ccccc21)c1ccc(Br)cc1 (stereo not given)	-70	51
COc1ccc(-c2cc(C(F)(F)F)nc(N3CCN(c4ccc(F)cc4)CC3)n2)cc1OC	15	20
COc1cccc(-c2cc(C(F)(F)F)nc(-n3cc(Cl)cn3)n2)c1	13	18
N#Cc1c(NC(=O)CSc2nnnn2C2CCCC2)sc2c1CCCC2	-56	31
O=C(Nc1ccccn1)c1cc(-n2cnnc2)ccc1Cl	49	9.6
O=C(CSc1ccc2nnc(-c3ccccc3)n2n1)NCc1ccco1	-4	36
N#Cc1nc(Cc2cccc3ccccc23)oc1NCCCN1CCOCC1	6	32
CC(=O)Oc1ccc(C)cc1-n1nc2ccccc2n1	35	26
O=C(NC1CCCCC1)NC1CC2CCC(C1)N2C(=O)NC1CCCCC1 (stereo not given)	-15	46
O=C(OCc1ccc(F)cc1)c1ccc2c(c1)-c1ccccc1C2=O	-20	37
CCc1ccc(N2C(=O)c3sc4nnc(C)c(=O)n4c3C2=O)cc1	22	27
O=C1c2ccccc2C(O)N1CCN1CCOCC1 (stereo not given)	-27	41
COc1ccc(C(c2nnnn2CC2CCCO2)N2CCN(c3ccc(F)cc3)CC2)cc1 (stereo not given)	-36	48
N#Cc1nc(Cc2ccccc2)oc1NCc1cccnc1	27	13
O=C(NCc1cccs1)c1cc2c(s1)CCCC2	38	11
CC(CS(=O)(=O)c1ccc2ccccc2c1)N1CCN(C2CCCCC2)CC1 (stereo not given)	34	13
CS(=O)(=O)NCc1nnc(SCc2ccccc2C(F)(F)F)o1	6	32
S=c1[nH]nc(-c2ccco2)n1/N=C/C=C/c1ccccc1	36	13
CCOC(=O)C1CCCN(C(=O)C2CCN(S(=O)(=O)CC)CC2)C1 (stereo not given)	18	17
COc1ccc(C(=O)N2CCCC(c3nc(-c4cc(OC)c(OC)c(OC)c4)no3)C2)cc1 (stereo not given)	43	21
OC(COc1ccccc1)CN1CCOCC1 (stereo not given)	-31	28
O=C(O)c1ccc(COc2c(F)c(F)cc(F)c2F)cc1	21	16
CCCNC(=O)C(Cc1ccccc1)NS(=O)(=O)c1cccc2nsnc12 (stereo not given)	39	23
(continued)
SMILES	Htt clearance	Htt clearance grain fraction
O=C(NCc1ccccc1)C(c1ccncc1)N(C(=O)c1csnn1)C1CC1 (stereo not given)	53	19
CC(C)n1nnnc1SCC(=O)NCCc1ccccc1	-48	59
CCCC(=O)Nc1cccc(Oc2nc(C)cc(C)c2C#N)c1	-10	48
Cn1cc(CN2CCc3ccccc3C2)c2ccccc21	44	11
Cc1cc(NC(=O)CSc2nnc(-c3cccnc3)n2N)no1	22	15
CC1CC(C(F)F)n2nc(C(=O)Nc3sc4c(c3C#N)CCC(C(C)(C)C)C4)nc2N1 (stereo not given)	-54	31
Cc1ccc(Nc2nc(C(=O)N3CCC(C(=O)NCCN4CCOCC4)CC3)cs2)cc1	74*	9.2*
Cc1c(C(=O)NCC2CCCO2)oc2ccc3c(c12)C(=O)CC(C)(C)O3 (stereo not given)	1	40
Cc1c(C(=O)Nc2ccc(F)c(F)c2)oc2ccc(S(=O)(=O)N3CCCCC3)cc12	-23	26
O=C(Cn1cccc1)Nc1ccc(F)cc1F	-50	55
CNc1nc(Nc2ccc(C(C)=O)cc2)nc(OC(C(F)(F)F)C(F)(F)F)n1	-15	44
CC(C)Cn1cnc2c1c(=O)n(CC(=O)Nc1ccc3c(c1)OCO3)c(=O)n2Cc1ccccc1	13	32
Cc1cccc(CCNS(=O)(=O)c2ccc(S(=O)(=O)N3CCC(C)CC3)cc2)c1	-15	20
CC(c1ccco1)N(C(=O)COc1ccc(Cl)cc1Cl)c1ccccn1 (stereo not given)	-10	22
O=C(COC(=O)c1cccs1)NCc1ccccc1	49	9.9
Cc1ccc(NC(=O)CN(C)S(=O)(=O)c2cccs2)cc1C	-19	22
CN(CCC#N)C(=O)COC(=O)c1ccc(Cl)c(S(N)(=O)=O)c1	-11	23
CCOC(=O)C1=C(C)Nc2nnnn2C1c1cccnc1 (stereo not given)	2	37
O=c1oc2ccc3ccccc3c2cc1-c1nc2ccccc2o1	2	18
CCOc1ccc2nc(N3CCOCC3)nc(C)c2c1	-11	20
COC(=O)c1cc(Cl)c(NC(=O)c2ccco2)cc1OC	-14	20
CCOC(=O)c1cc2ccc(OC(=O)c3ccco3)cc2oc1=O	16	17
Cc1c(C(Nc2ccccn2)c2ccc(Cl)cc2)c(=O)n(-c2ccccc2)n1C (stereo not given)	7	16
O=C(COC(=O)c1cc(S(=O)(=O)N2CCc3ccccc3C2)ccc1Cl)NCc1ccco1	-4	23

Among those listed so far, these contain a cyano group:
SMILES	Htt clearance	Htt clearance grain fraction
CCSC1=C(C#N)C(c2ccc(C)s2)CC(=O)N1 (stereo not given)	-5	47
CSc1nc2c(c(-c3ccccc3)c1C#N)CCC2	-2	18
CC1CCN(c2oc(-c3ccccc3F)nc2C#N)CC1	-88	63
CCOc1ccc(-c2nc(C#N)c(NCc3ccc4c(c3)OCO4)o2)cc1	-14	35
CC(C)C(C)(C#N)NC(=O)CSc1nnc(-c2ccccc2)o1 (stereo not given)	3	17
N#Cc1c(NC(=O)CSc2nnnn2C2CCCC2)sc2c1CCCC2	-56	31
N#Cc1nc(Cc2cccc3ccccc23)oc1NCCCN1CCOCC1	6	32
N#Cc1nc(Cc2ccccc2)oc1NCc1cccnc1	27	13
CCCC(=O)Nc1cccc(Oc2nc(C)cc(C)c2C#N)c1	-10	48
CC1CC(C(F)F)n2nc(C(=O)Nc3sc4c(c3C#N)CCC(C(C)(C)C)C4)nc2N1 (stereo not given)	-54	31
CN(CCC#N)C(=O)COC(=O)c1ccc(Cl)c(S(N)(=O)=O)c1	-11	23

2 of the compounds above, with values ahead of the structure.
Htt clearance | Htt clearance grain fraction | Structure
-4 | 23 | O=C(COC(=O)c1cc(S(=O)(=O)N2CCc3ccccc3C2)ccc1Cl)NCc1ccco1
-10 | 22 | CC(c1ccco1)N(C(=O)COc1ccc(Cl)cc1Cl)c1ccccn1 (stereo not given)

New compounds follow:
SMILES	Htt clearance	Htt clearance grain fraction
COc1ccc(C)cc1S(=O)(=O)N1CCCCC1	-4	18
CCOC(=O)c1cc(-c2ccccc2)sc1NC(=O)C(C)(C)C	22	24
Nc1c(C(=O)c2ccc(F)cc2)oc2ccccc12	-34	24
Cc1nnc(NC(=O)CSc2nnc(-c3ccc(S(=O)(=O)N4CCCC4)cc3)n2C)s1	55	8.3
Cc1cc(NCC(C)C)n2ncnc2n1	-14	45
COc1ccccc1C(=O)n1nc(-c2ccccc2)nc1N	7	17
Cc1ccc(Nc2nc(N)nc(CSC(=S)N3CCOCC3)n2)cc1	12	18
COc1ccc(Cc2nc(-c3ccccn3)no2)cc1	34	25
CCOC(=O)c1ccc(NC(=O)c2nn(C)cc2Br)cc1	2	39
CC(=O)Oc1ccc(NC(=O)CCC2CCCCC2)c(C(=O)O)c1	-31	25
O=S(=O)(Nc1ccc2c(c1)OCO2)c1ccccc1	-164	49
Cc1ccc(C(=O)O/N=C2\CC3CCC2(C)C3(C)C)cc1 (stereo not given)	27	14
Cc1cc(=O)cc(C)n1-c1ccccc1N1CCOCC1	7	18
O=C(NCC(=O)N1CCCC1C(=O)O)OC1CCCCC1 (stereo not given)	-27	47
CCCS(=O)(=O)N1CCCC(C(=O)NCCN2CCOCC2)C1 (stereo not given)	10	19
COc1cccc(N2C(=O)CC(N3CCN(S(=O)(=O)c4ccccc4)CC3)C2=O)c1 (stereo not given)	-33	45
O=C(NCCc1ccccc1)c1ccc(OCCOc2ccccc2)cc1	54	17
Cc1ccc2[nH]c(=O)c(C(c3nnnn3C3CCCC3)N(Cc3cccnc3)Cc3ccco3)cc2c1 (stereo not given)	-24	26
Cc1ccc(-c2nc3n(n2)Cc2ccccc2-3)cc1	-17	23
Clc1ccc(CSc2nnc(-c3cccnc3)o2)cc1	48	23
CN1CCN(c2ccc(NC(=O)COc3ccc(Cl)cc3Cl)cc2)CC1	24	27
Cc1nn2c(c1-c1ccc(Cl)cc1)N=C(c1ccco1)CC2c1ccccc1 (stereo not given)	30	26
COCCn1c(=O)[nH]c2cc(C(=O)NCCN3CCN(c4ccc(OC)cc4)CC3)ccc2c1=O	1	18
O=C(O)CCS(=O)(=O)c1nc(-c2cccs2)cc(C(F)(F)F)n1	19	16

Structures listed so far containing a COOH group:
SMILES	Htt clearance	Htt clearance grain fraction
CSCCC(C(=O)O)N1C(=O)c2ccc(C(=O)O)cc2C1=O (stereo not given)	4	19
O=C(O)c1ccc(COc2c(F)c(F)cc(F)c2F)cc1	21	16
CC(=O)Oc1ccc(NC(=O)CCC2CCCCC2)c(C(=O)O)c1	-31	25
O=C(NCC(=O)N1CCCC1C(=O)O)OC1CCCCC1 (stereo not given)	-27	47
O=C(O)CCS(=O)(=O)c1nc(-c2cccs2)cc(C(F)(F)F)n1	19	16

Continuation:
SMILES	Htt clearance	Htt clearance grain fraction
CCN1C(=O)CS/C1=N\c1nccs1	-11	47
O=c1cc(CN2CCc3ccccc32)nc2sccn12	41	14
COc1ccc(CCN(Cc2cccs2)S(=O)(=O)c2ccc(-n3cnnn3)cc2)cc1OC	60	12
O=S(=O)(CCn1cccc1)CCn1cccc1	61	8.1
Cc1cccc(Cc2c(C)nc3c(C(=O)NCc4ccco4)cnn3c2C)c1	30	26
N#Cc1nc(N2CCCC2)nc(N2CCCC2)n1	73*	10*
Cc1nn(Cc2ccccc2)c(Cl)c1C(=O)OC1CCOC1=O (stereo not given)	-16	36
COC(=O)C(O)(CC(=O)Nc1ccc(Cl)cc1Cl)C(F)(F)F (stereo not given)	37	13
Cc1ccccc1C(=O)/C=C1\NC(=O)CS1	1	34
CC(CN(C)Cc1ccccc1)OC(=O)c1cccs1 (stereo not given)	-5	17
COc1ccc(O)c(-c2[nH]ncc2C(=O)c2ccccc2C)c1	-34	54
O=c1c2ccccc2nc2sc3ccccc3n12	-16	20
O=C(Cn1nnc(-c2ccccc2-n2cnnn2)n1)c1ccccc1	3	18
CCOC(=O)C(=O)/C(C#N)=C/Nc1ccc(F)cc1	-348	142
CCc1ccc(CN2CC(C(=O)O)CC2=O)cc1 (stereo not given)	22	25
Cc1ccc(-c2noc(CN(C(=O)CCCN3C(=O)c4ccccc4C3=O)C(C)C)n2)cc1	41	10
Cc1ccc(C(=O)NNC(=O)c2cc(OCC(F)(F)F)ccc2OCC(F)(F)F)cc1	22	30
Cn1c(=O)c2cc(S(=O)(=O)NC(C(=O)NC3CCCCC3)c3ccccc3)ccc2n(C)c1=O (stereo not given)	-15	42
COc1cccc(-n2nc(-c3ccnn3-c3ccc(F)cc3)c(=O)n(C)c2=O)c1	22	16
CC(=O)n1cc(C2C(=O)CCCC2=O)c2ccccc21	-16	40
